High-throughput results as filed in PubChem BioAssay.
Dyrk1A ADPGlo – rat Dyrk1A kinase inhibitors, primary screen, biochemical, single point, plate reader; Dual specificity tyrosine-phosphorylation-regulated kinase 1A (Rattus norvegicus), Q63470; ADP-Glo luminescence, NFATc1 peptide; inhibition, % at 12.5 µM; 310,000 compounds, 0.43% hits; AID 504441, 2011; in the data active means inhibition above about 50%;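 further: plate controls were vehicle with enzyme for no effect and no enzyme for full effect; many of its hits are not listed in these tables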
hERG rescue – hERG rescue from dofetilide block, primary screen, cell-based, CHO-hERG, FluxOR thallium flux, dofetilide IC70 | Voltage-gated inwardly rectifying potassium channel KCNH2 (Homo sapiens), Q12809 | dofetilide IC70 present | activation (rescue from dofetilide block), less the hit threshold, % at 10 µM | 310,000 compounds, 0.51% hits;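 active means activation above the mean of controls blocked by dofetilide plus 5 SD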;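 further: thallium influx through hERG after potassium depolarization seen as dye fluorescence rise; in these data hits start at about 4.7%; inactives centre near -7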
TRPC4 agonist – activators of mouse TRPC4 channel, primary screen, Fluo4 calcium, HEK293 TRPC4beta/mu-opioid cells; Short transient receptor potential channel 4 (Mus musculus), Q9QUQ5; B-score at 10 µM; 310,000 compounds, 0.49% hits; Fluo4 calcium fluorescence; hits give high values; AID 2237, 2010;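 active means B-score above 5 SD of library B-scores, and initial fluorescence ratio not above library mean plus 5 SD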;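 further: positive B-score marks a calcium rise read as TRPC4 activation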
Target sequence (Q9QUQ5 whole entry, looked up): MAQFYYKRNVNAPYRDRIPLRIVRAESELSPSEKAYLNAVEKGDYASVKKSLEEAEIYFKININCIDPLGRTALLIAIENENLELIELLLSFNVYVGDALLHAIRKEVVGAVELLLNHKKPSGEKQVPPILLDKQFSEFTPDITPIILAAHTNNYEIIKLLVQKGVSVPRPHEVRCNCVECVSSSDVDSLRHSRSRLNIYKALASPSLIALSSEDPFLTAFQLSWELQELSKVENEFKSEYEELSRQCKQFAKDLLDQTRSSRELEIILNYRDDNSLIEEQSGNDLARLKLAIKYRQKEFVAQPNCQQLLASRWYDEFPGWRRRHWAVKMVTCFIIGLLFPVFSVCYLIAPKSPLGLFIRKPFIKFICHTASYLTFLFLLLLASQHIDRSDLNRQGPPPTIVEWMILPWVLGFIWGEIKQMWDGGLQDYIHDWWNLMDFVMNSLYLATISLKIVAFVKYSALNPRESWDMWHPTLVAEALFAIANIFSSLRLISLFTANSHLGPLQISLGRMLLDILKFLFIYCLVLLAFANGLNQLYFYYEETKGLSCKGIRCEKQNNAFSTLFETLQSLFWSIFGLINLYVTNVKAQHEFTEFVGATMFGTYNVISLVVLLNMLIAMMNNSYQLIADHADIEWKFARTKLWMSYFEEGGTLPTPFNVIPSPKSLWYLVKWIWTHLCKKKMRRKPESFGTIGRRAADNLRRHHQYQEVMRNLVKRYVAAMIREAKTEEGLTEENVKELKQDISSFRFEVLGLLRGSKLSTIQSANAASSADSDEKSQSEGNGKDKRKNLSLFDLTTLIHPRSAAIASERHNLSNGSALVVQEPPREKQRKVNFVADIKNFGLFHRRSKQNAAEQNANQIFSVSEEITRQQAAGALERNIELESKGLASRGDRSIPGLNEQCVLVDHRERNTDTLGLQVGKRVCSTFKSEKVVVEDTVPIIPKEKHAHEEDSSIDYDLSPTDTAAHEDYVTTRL
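Material: HEK293 stable line with TRPC4beta plus mu-opioid receptor; technique: Fluo4 calcium-sensitive dye fluorescence, kinetic, 1 Hz baseline; timing: Fluo4 dye loading 45 min at room temperature, 110 s recording; controls: assay buffer as low control, maximal DAMGO as high control; read-out: integrated baseline-normalised fluorescence ratio, converted to per-well B score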
TRPC4 PAM – positive allosteric modulators of TRPC4, primary screen, cell-based, mouse TRPC4beta, HEK293 mu-opioid, Fluo-4 calcium; Short transient receptor potential channel 4 (Mus musculus), Q9QUQ5; DAMGO EC20, Fluo-4 Ca2+ flux; hits give high values; B-score at 10 µM; 310,000 compounds, 0.42% hits;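 active means B-score of calcium response area above 5 SD of library B-scores, with initial fluorescence ratio within 5 SD of library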;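 further: B-score of integrated fluorescence ratio over time as area under calcium response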
TMEM16A inh – TMEM16A chloride channel inhibitors, primary screen, cell-based, HTS; Anoctamin-1 (Mus musculus), Q8BHY3; HEK293 TMEM16A/YFP iodide influx fluorescence, ionomycin; normalized B-score (activity score, 25-100; higher = stronger inhibition) at 10 µM; 310,000 compounds, 1.2% hits;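 active means ratio plate-corrected score three or more library SD toward inhibition, starting fluorescence score within five deviations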;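 further: score derived from kinetic fluorescence span divided by baseline fluorescence per well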
KCNK3 block – human KCNK3 channel inhibitors, primary screen, CHO cells, FluxOR thallium flux, B-score | AID 602410, 2012 | B-score at 10 µM | Potassium channel subfamily K member 3 (Homo sapiens), O14649 | FluxOR fluorescence; hits give low values | 340,000 compounds, 0.84% hits;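 active means B-score under library mean minus 4 SD, starting fluorescence ratio at most library mean plus 5 SD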;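 further: more negative B-score means stronger inhibition of thallium flux through KCNK3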
HDAC3 inh – HDAC3 deacetylase inhibitors, primary screen, biochemical, fluorescence, cell-free homogeneous; Histone deacetylase 3 (Homo sapiens), O15379; recombinant HDAC3, fluorogenic peptide/trypsin coupled; inhibition, % at 8.3 µM; 320,000 compounds, 0.15% hits; AID 2718, 2010; in the data active means inhibition above about 26%, passing the limit was not always enough; inconclusive means no clear call, values can overlap the other calls
KCNQ1 pot – potentiators or activators of KCNQ1 channel, primary screen, cell-based, thallium flux, high-throughput; Potassium voltage-gated channel subfamily KQT member 1 (Homo sapiens), P51787; CHO-K1 KCNQ1, thallium flux FluxOR fluorescence; hits give high values; B-score at 10 µM; 310,000 compounds, 0.35% hits;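 active means fluorescence ratio B-score, a plate-corrected score, at least three library SD, with initial intensity B-score within 5 SD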
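Assay system: CHO-K1 cells stably expressing KCNQ1. Medium: assay buffer for compound exposure, DMSO matched across wells. Timing: 37 °C overnight plating, 90-min dark dye load, 20-min compound pretreatment. Signal: kinetic FluxOR fluorescence, 10 s baseline plus 110 s post-stimulus.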
KCNK9 block – KCNK9 potassium channel inhibitors, primary screen, HEK293 cells, thallium flux. Potassium channel subfamily K member 9 (Homo sapiens), Q9NPC2. FluxOR thallium flux fluorescence; hits give low values. B-score at 10 µM. 310,000 compounds, 1.2% hits. AID 488922, 2010;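 active means ratio B-score over 3 SD below the library mean, with starting fluorescence within 5 SD of its mean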;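 further: negative B-score means less thallium flux so channel inhibition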
ANO1 activ – TMEM16A chloride channel activators or potentiators, primary screen, cell-based, HTS; Anoctamin-1 (Mus musculus), Q8BHY3; HEK293 TMEM16A/YFP-H148Q/I152L, iodide quench fluorescence; hits give low values; B-score at 10 µM; 340,000 compounds, 0.3% hits; AID 623877, 2012;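 active means fluorescence-ratio B-score plate-corrected deviation score at least 3 library SD below zero, with starting fluorescence score within 5 deviations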;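 further: channel opened by trigger with iodide after compound preincubation; score built on the fluorescence ratio of max minus min over baseline; more negative score means more quench and so TMEM16A activation or potentiation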
KCNQ1 block – inhibitors of human KCNQ1 channel, primary screen, cell-based, thallium flux, high-throughput; B-score at 10 µM; CHO-K1 KCNQ1, FluxOR thallium flux fluorescence; hits give high values; 310,000 compounds, 1.3% hits; AID 2642, 2010;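 active means compounds whose thallium flux B-score, printed positive for inhibition, exceeds three library SD while starting fluorescence stays within three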;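 further: channel opened by potassium depolarization with thallium stimulus after 20 min compound exposure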
The depositor's hits bear a star; i = inactive; ? = inconclusive; · = not tested or not shown.

SMILES | Dyrk1A ADPGlo | hERG rescue | TRPC4 agonist | TRPC4 PAM | TMEM16A inh | KCNK3 block | HDAC3 inh | KCNQ1 pot | KCNK9 block | ANO1 activ | KCNQ1 block
CCN(CC(=O)Nc1ccc(NC(C)=O)cc1)CC(=O)Nc1cccc(Cl)c1 | 8 | -2 | i | i | i | i | -5 | i | i | i | i
CN(C(=O)C1CCCCC1)C1(C)CCS(=O)(=O)C1 (stereo not drawn) | -7 | -7 | i | i | i | i | -1 | i | i | i | i
CC(C)c1onc(C(=O)Nc2cccnc2Cl)c1[N+](=O)[O-] | 0 | 2 | i | i | i | i | -6 | i | i | i | i
CC(Sc1ncn[nH]1)C(=O)NCc1ccccc1 (stereo not drawn) | -5 | -7 | i | i | i | i | -10 | i | i | i | i
CCc1ccc(OCc2nnc(SCC(=O)NCC3CCCO3)n2C)cc1 (stereo not drawn) | 5 | -8 | i | i | i | i | -3 | i | i | i | i
Cc1ccc(C)c(OCC(=O)Nc2cc(C)on2)c1 | -3 | -11 | i | i | i | i | -2 | i | i | i | i
COc1ccccc1CNC(=O)CSc1nnc2c(Cl)cc(C(F)(F)F)cn12 | -2 | -3 | i | i | i | i | 0 | i | i | i | i
Cc1nn(CCC#N)c(C)c1Oc1ccccc1O | 4 | -14 | i | i | i | i | -3 | i | i | i | i
CNC(=O)Cn1ncc2c3ccccc3n(C)c2c1=O | -4 | -4 | i | i | i | i | -3 | i | i | i | i
CCN(CC)c1ccc(/C=N/NC(=O)c2cnccn2)cc1 | 0 | -6 | i | i | · | i | · | i | i | i | i
O=C(NC1CCCCC1)C(c1ccc2ncccc2c1)N(Cc1ccc2c(c1)OCO2)C(=O)c1ccc2c(c1)OCCO2 (stereo not drawn) | 0 | -8 | i | i | i | i | 6 | i | i | i | i
COC(=O)c1cc(OC)c(OC)cc1NC(=O)c1cccnc1 | · | -7 | i | i | · | · | · | i | i | · | i
CSc1ccccc1C(=O)NCC1CCCO1 (stereo not drawn) | -5 | -9 | i | i | 100* | i | 9 | i | i | i | i
CCCCCCCCCCCCN1[C@@H](CC(=O)OC)c2cc(F)ccc2S1(=O)=O | 2 | -12 | i | i | i | i | 2 | i | i | i | i
CC1CCc2ccccc2N1C(=O)c1cccs1 (stereo not drawn) | -4 | -11 | i | i | i | -8.9* | -5 | i | i | i | i
Cn1c(=O)n(C)c2cc([N+](=O)[O-])c(N3CCN(C(=O)c4cccc(Cl)c4)CC3)cc21 | 2 | -6 | i | i | i | i | -3 | i | i | i | i
CC(=O)Nc1ccc(NC(=O)c2ccc(COc3ccccc3)cc2)cc1 | · | -6 | i | i | i | i | 1 | i | i | i | i
O=S(=O)(NCC1CCCN(Cc2ccccc2O)C1)c1cccc2cccnc12 (stereo not drawn) | -1 | -5 | i | i | i | i | · | i | i | i | i
O=S(=O)(/N=C(\Sc1ccc(Cl)cc1)c1ccccc1)c1ccccc1 | -9 | -23 | i | i | i | i | 7 | i | i | i | i
COc1ccccc1NC(=O)c1coc(=O)c(Br)c1 | -4 | -5 | i | i | i | i | · | i | i | i | i
CCOC(=O)c1cnc(SC)nc1Sc1cc(Cl)ccc1Cl | -4 | -11 | i | i | i | i | 0 | i | i | i | i
CCOc1ccc(/C(C)=N\NC(=O)Cc2ccccc2)cc1 | -1 | -6 | i | i | i | i | -10 | i | i | i | i
COc1cccc(Nc2c(F)c(F)c(F)c(F)c2C(=O)O)c1 | 4 | -3 | i | i | i | i | 4 | i | i | i | i
O=C(Nc1ccn(Cc2ccc(F)cc2)n1)c1ccncc1 | -4 | -5 | i | i | i | i | 0 | i | i | i | i
CCn1nc(C)c(NS(=O)(=O)c2ccc(C)cc2)c1C | 27 | -7 | i | i | i | i | 5 | i | i | i | i
CC(=O)Nc1ccc(C(=O)Nc2ccncc2)cc1 | -3 | 2 | i | i | i | i | -2 | i | i | i | i
Cc1ccc(N2C(=O)C(O)(C(F)(F)F)C3=C2CC(C)(C)CC3=O)cc1 (stereo not drawn) | -8 | -6 | i | i | i | i | -5 | i | i | i | i
Cn1nc(-c2ccccc2)cc1NC(=O)c1ccccc1 | -5 | -5 | i | i | i | i | -6 | i | i | i | i
CCC(Sc1nc2cc3c(cc2c(=O)n1Cc1ccco1)OCO3)C(=O)Nc1cccc(OC)c1 (stereo not drawn) | -4 | -7 | i | i | i | i | 1 | i | i | i | i
O=C(Nc1ccc(F)c(Cl)c1)N1CCCCCC1 | 0 | -16 | i | i | i | i | -6 | i | i | i | i
COc1ccc(C2SCC(=O)N2c2nnc(C34CC5CC(CC(C5)C3)C4)s2)cc1 (stereo not drawn) | -7 | -6 | i | i | i | i | -2 | i | i | i | i
Cn1c(SCc2ccccc2)nnc1C1CCCNC1 (stereo not drawn) | -6 | -8 | i | i | i | i | 0 | i | i | i | i
CC(=O)c1cccc(Nc2nc(-c3sc(N)nc3C)cs2)c1 | 13 | -19 | i | i | i | i | 7 | i | i | i | i
COc1ccc(C2SCCN2S(=O)(=O)c2ccc(NC(C)=O)cc2)cc1OC (stereo not drawn) | -4 | -5 | i | i | i | i | 0 | i | i | i | i
CSc1oc(-c2ccccc2)nc1S(=O)(=O)c1ccc(C)cc1 | -5 | -9 | i | i | i | i | 2 | i | i | i | i
O=C(/C=C/c1ccc([N+](=O)[O-])cc1)NC1CC2CCC1C2 (stereo not drawn) | -2 | -1 | i | i | i | i | 1 | i | i | i | i
O=C(NCCc1ccccc1)NC(Cc1ccccc1)C(=O)O (stereo not drawn) | 2 | -7 | i | i | i | i | 0 | i | i | i | i
COc1ccc(N(C(=O)c2ccco2)C(C(=O)NC2CCCC2)c2cccs2)c(OC)c1 (stereo not drawn) | -1 | -8 | i | i | i | i | 7 | i | i | i | i
O=C(Nc1c(S(=O)(=O)c2ccc(Cl)cc2)csc1Br)c1ccccc1Cl | 0 | -5 | i | i | i | i | -6 | i | -11* | i | i
COc1ccc(/C=C2\SC(=S)N(CCCC(=O)Nc3ccc(O)cc3)C2=O)cc1 | 1 | -14 | i | i | i | i | 6 | i | i | i | i
Fc1ccc(NC(=S)Nc2cccnc2)cc1Cl | 7 | -13 | i | i | 25* | i | -5 | i | i | i | 8*
CCOC(=O)N1CCC(NC(=O)Cn2nc(Cc3ccncc3)c3ccccc3c2=O)CC1 | 2 | -3 | i | i | i | i | -3 | i | i | i | i
CCCN(CCC)C(=O)c1cn(C)c2ccc(S(=O)(=O)N3CCCC3)cc2c1=O | -4 | -9 | i | i | i | i | 1 | i | i | i | i
O=C(CC1C(=O)NCCN1Cc1cccc(F)c1F)NCCCC1CCCC1 (stereo not drawn) | -4 | -5 | i | i | i | i | -11 | i | i | i | i
Cc1ccc(S(=O)(=O)N2CCOCC2)cc1C(=O)NCCCn1ccnc1 | -2 | 4.7* | i | i | i | i | -5 | i | i | i | i
O=c1sc(N2CCN(c3ccccc3F)CC2)nc2ccsc12 | -3 | -10 | i | i | i | i | 2 | i | -13* | i | i
COc1ccc(NC(=O)CCn2c(=S)[nH]c3ccccc3c2=O)cc1 | -2 | -7 | i | i | i | i | 0 | i | i | i | i
CCn1c(=N)n(CC(=O)c2ccc(Br)s2)c2ccccc21 | -2 | -3 | i | i | i | i | · | i | i | i | i
Cc1cc[n+](CC(=O)c2ccccc2)c2ccccc12 | -8 | -3 | i | i | i | i | 4 | i | i | i | i
Cc1ccc(S(=O)(=O)N(C)/N=C/c2ccc(C(=O)O)cc2)cc1 | 1 | -5 | i | i | i | i | -1 | i | i | i | i
Cc1cc(/C=C2\NC(=O)NC2=O)c(C)n1-c1cccnc1 | · | -5 | i | i | i | i | 0 | i | i | i | i
C=CCOc1ccccc1CNc1cccc(F)c1 | 1 | -3 | i | i | i | i | 4 | i | i | i | i
O=C(Cc1ccc(Cl)cc1)N/N=C/c1ccncc1 | 0 | -8 | i | i | i | i | ? | i | i | i | i
COc1cc(/C=N/O)cc(Br)c1OC | -2 | -7 | i | i | i | i | 1 | i | i | i | i
O=C(Cc1c(F)cccc1Cl)NNC(=S)Nc1ccc(S(=O)(=O)Nc2ncccn2)cc1 | 3 | -9 | i | i | i | i | -2 | i | i | i | i
Cc1cccc(Cn2cc3c(=O)n(Cc4cccc(F)c4)nc-3c3ccccc32)c1 | -5 | -5 | i | i | i | i | 8 | i | i | i | i
COc1ccc(/C=N/n2c(C)cc(C)cc2=O)cc1 | -2 | -6 | i | i | i | i | 2 | i | i | i | i
Cc1occc1C(=O)N1CCN(c2ccc(Cl)cc2)CC1 | 4 | -7 | i | i | i | i | -2 | i | i | i | i
CCOC(=O)c1c(C)c(C(=O)N2CCCCCC2)c(C)n1C | 5 | -5 | i | i | i | i | -4 | i | i | i | i
O=C(CSCc1ccccc1)NNC(=S)Nc1cccc(Cl)c1Cl | 0 | -10 | i | i | i | i | 0 | i | i | i | i
C/C=C(\C)C(=O)Nc1cccc(C2=NOC3(C2)C[C@H](C(N)=O)N(C(=O)CC#N)C3)c1 (stereo partly drawn) | 6 | -4 | i | i | i | i | 6 | i | i | i | i

These rows are one share of the data. The share of hits here may be higher or lower than overall.
